hIAP inh = human IAP inhibition | P09923 | purified IAP, CDP-Star luminescence, 30 min | inhibition, % at 10 µM | actives 0.12% (n = 330,000);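 active means inhibition reaching a set limit with compound at 10 µM in the primary screen, cut at about 35% in these data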;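 further: plate controls were DMSO wells with enzyme for no effect and no-enzyme buffer wells for full effect; values of inactives mirror those of a sister screen read the other way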
mIAP activ = mouse IAP activation. muIAP, CDP-Star luminescence, 30 min; hits give high values; 1 = vehicle-only enzyme signal, 0 = enzyme-free wells. activation factor at 10 µM. actives 0.24% (n = 330,000). AID 2805;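 active means activation factor of at least 2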; further: the source names both 10 and 20 µM as test concentration; values of inactives mirror those of a sister screen read the other way
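System: Mouse IAP enzyme | Also added: CDP-Star substrate | Dosing: Compounds dispensed in DMSO | Schedule: 30 min enzyme-substrate-compound incubation at room temperature | Technique: Chemiluminescence readout | Control set: DMSO-only wells and no-enzyme negative control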
MIN6 prolif = MIN6 beta-cell proliferation induction; MIN6 cells proliferation, ATPlite luminescence, 48 h; cells starved in 0.2% serum; 100% = growth in 10% serum; proliferation, % at 10 µM; actives 0.29% (n = 330,000); AID 2380;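 active means compounds whose signal lies at least 3.5 SD above the mean of all wells on their plate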;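 further: 0% = DMSO-treated cells in low-serum medium and 100% = 10% serum control; some compounds called inactive have numbers as strong as hits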
APOBEC3G inh = inhibitors of human APOBEC3G DNA deaminase; Q9HC16; recombinant A3G, ssDNA deamination FAM/TAMRA fluorescence; inhibition, % at 20 µM; actives 0.28% (n = 330,000); AID 493012;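 active means inhibition of at least 40% at 20 µM, with no more than 30% in the related APOBEC3A deaminase screen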;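 further: plate controls were DMSO wells with A3G for no effect and wells lacking A3G enzyme for full effect; some compounds called inactive have numbers as strong as hits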
Target sequence (Q9HC16 whole entry, looked up): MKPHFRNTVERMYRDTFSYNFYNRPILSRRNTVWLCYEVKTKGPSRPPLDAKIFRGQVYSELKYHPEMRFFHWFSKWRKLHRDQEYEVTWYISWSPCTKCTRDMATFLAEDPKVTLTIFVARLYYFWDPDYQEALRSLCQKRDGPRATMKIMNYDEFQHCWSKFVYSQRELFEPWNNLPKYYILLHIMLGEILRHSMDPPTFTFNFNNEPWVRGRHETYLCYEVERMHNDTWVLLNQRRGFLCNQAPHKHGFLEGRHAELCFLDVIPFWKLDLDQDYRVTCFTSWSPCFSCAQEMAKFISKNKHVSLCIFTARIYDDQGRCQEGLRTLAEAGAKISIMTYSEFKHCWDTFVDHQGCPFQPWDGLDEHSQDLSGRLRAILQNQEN
mIAP block = blocks mouse intestinal alkaline phosphatase; AID 2806; inhibition, % at 10 µM; actives 0.2% (n = 330,000); purified mouse IAP, CDP-Star luminescence, 30 min;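 active means inhibition of at least 40% at 10 µM in the primary screen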;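 further: plate controls were DMSO with enzyme for no effect and no enzyme wells for full effect; values of inactives mirror those of a sister screen read the other way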
APOBEC3A inh = blocks human APOBEC3A ssDNA deamination. P31941. recombinant A3A, FAM/TAMRA ssDNA deamination fluorescence. inhibition, % at 20 µM. actives 0.41% (n = 330,000). AID 493011;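 active means at least 40% inhibition at 20 µM here, with at most 30% in a related deaminase screen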;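 further: plate controls were A3A with DMSO for no effect and wells lacking A3A enzyme for full effect; some results filed as inactive read as strong as hits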
Target sequence (P31941 whole entry, looked up): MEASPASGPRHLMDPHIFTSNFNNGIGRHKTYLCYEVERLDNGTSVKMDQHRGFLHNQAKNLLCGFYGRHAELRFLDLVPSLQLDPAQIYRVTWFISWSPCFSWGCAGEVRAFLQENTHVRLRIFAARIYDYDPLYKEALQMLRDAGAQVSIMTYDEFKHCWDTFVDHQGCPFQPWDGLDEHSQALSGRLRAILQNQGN
SENP1 inh = inhibitors of human SENP1 SUMO protease catalytic domain; Q9P0U3; recombinant SENP1 catalytic domain, CyPet-SUMO1-YPet FRET cleavage; actives 0.21% (n = 360,000); AID 624204; inhibition, % at 10 µM;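 active means inhibition at least 30% at 10 µM, raw YFP signal under a set limit, fluorescence ratio 0.5 to 1.5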;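 further: 0% = enzyme with DMSO and 100% = no enzyme wells; some results filed as inactive read as strong as hits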
Target sequence (Q9P0U3 419-644 limits assumed): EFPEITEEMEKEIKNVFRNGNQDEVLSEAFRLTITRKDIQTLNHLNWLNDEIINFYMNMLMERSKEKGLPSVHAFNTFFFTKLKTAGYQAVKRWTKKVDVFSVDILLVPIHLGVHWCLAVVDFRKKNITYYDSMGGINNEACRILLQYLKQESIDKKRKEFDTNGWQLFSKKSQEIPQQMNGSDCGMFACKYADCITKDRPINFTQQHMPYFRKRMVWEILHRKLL
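Controls: no-enzyme wells low, DMSO-plus-enzyme wells high control. Test system: human recombinant His6-tagged SENP1 catalytic domain enzyme. Reagent: SFCypet-SUMO1-SFYpet FRET protein substrate, 25 nM final. Doses: one dose per compound, 10 µM, 0.5% DMSO. Detection: FRET, CFP and YFP emission. Timing: 50 min reaction at room temperature.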
hIAP activ = increases human intestinal alkaline phosphatase activity. P09923. purified human IAP, CDP-Star luminescence, 30 min; hits give high values; 1 = vehicle-only enzyme, 0 = enzyme-free background. activation factor at 10 µM. actives 0.16% (n = 330,000). AID 2524;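 active means activation factor of the enzyme at least 2-fold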; further: the source names both 10 and 20 µM as test concentration; values of inactives mirror those of a sister screen read the other way
NLRP3 yeast inh = NALP3 inhibition in yeast; Yeast reconstituted NLRP3/ASC/caspase-1, beta-gal luminescence, 24 h; inhibition, % at 10 µM; actives 0.39% (n = 330,000);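 active means inhibition of 50% or more; inactive means inhibition below 50%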;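 further: plate controls were induced DMSO wells for no effect and uninduced yeast grown without galactose for full effect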
* hit, by the source's call; nt = no result given.

SMILES | hIAP inh | mIAP activ | MIN6 prolif | APOBEC3G inh | mIAP block | APOBEC3A inh | SENP1 inh | hIAP activ | NLRP3 yeast inh
Cc1ccccc1-n1cnc2c(sc3nc(N4CCOCC4)c4c(c32)CCCC4)c1=O | -4 | 1 | -4 | 0 | 0 | 0 | 2 | 1 | 7
CCn1ncc(Br)c1C(=O)Nc1ccc(C(C)C)cc1 | 4 | 1.1 | 0 | -6 | -9 | 0 | 1 | 0.96 | 31
CCC1CCCCN1c1nc(-c2ccncc2)nc2ccccc12 (configuration not stated) | 5 | 0.95 | -4 | 4 | 5 | 3 | 1 | 0.95 | 1
CCOC(=O)C(CC(=O)O)NCc1ccco1 (configuration not stated) | 6 | 1.1 | -2 | -3 | -8 | -5 | 2 | 0.94 | -13
COc1ccc(NC(=O)CSCc2ccc(C#N)cc2)c(OC)c1 | 9 | 1 | -1 | -7 | -3 | -1 | 1 | 0.91 | 32
CCCCn1nc(NC(=O)c2cccs2)c2cc3ccccc3nc21 | -2 | 1.4 | -4 | 1 | -42 | 3 | -30 | 1 | 6
Cn1nc(C(=O)NC2CCCCC2)c2c1-c1ccccc1S(=O)(=O)C2 | -5 | 1 | -3 | 2 | -3 | -4 | 0 | 1.1 | 19
CCCn1c(=S)[nH]c2cc(C(=O)N3CCCC(C(=O)OCC)C3)ccc2c1=O (configuration not stated) | -7 | 1 | -3 | -4 | -3 | -3 | -1 | 1.1 | 17
COc1cccc2cc(C(=O)N3C(C)CCCC3C)c(=O)oc12 (configuration not stated) | 0 | 0.94 | -1 | -4 | 6 | -5 | -1 | 1 | -3
Cc1cc2c(cc1C)N(C(=O)CSC1=NCCS1)C(C)(C)c1ssc(=S)c1-2 | 19 | 0.83 | -5 | -9 | 17 | -3 | 4 | 0.81 | 15
CC(=O)N(c1ccc(Cl)cc1)c1cn(C(C)=O)c2ccccc12 | -17 | 1.1 | 2 | -15 | -12 | 1 | 1 | 1.2 | -11
Cc1cc(C2=NNC(=Nc3ccccc3)SC2)c(C)n1C | 8 | 1 | -5 | 1 | -3 | -2 | 1 | 0.92 | 17
O=C(CN(C(=O)CNC(=O)c1ccco1)c1ccccc1F)NC1CCCCC1 | -11 | 0.99 | -3 | -10 | 1 | -5 | 2 | 1.1 | 17
O=C(NCc1ccco1)C1CCN(S(=O)(=O)c2cccc3cccnc23)CC1 | 4 | 1 | 3 | 2 | -1 | 1 | -5 | 0.96 | -1
Cn1cc(/C=C/C(=O)N2CCCC(C(=O)c3cccc(C(F)(F)F)c3)C2)cn1 (configuration not stated) | 9 | 0.97 | -5 | 7 | 3 | -2 | -1 | 0.91 | 12
CCNS(=O)(=O)c1cc(OC)c(Cl)cc1OC | -7 | 0.96 | 0 | -10 | 4 | -4 | 3 | 1.1 | 17
Cc1nn(C)c(Cl)c1CN1CCC(n2nccc2NC(=O)C2CCCC2)CC1 | -13 | 1.1 | -3 | -5 | -8 | -1 | 2 | 1.1 | 19
CN(Cc1cccs1)C(=O)CSc1nc2ccccc2[nH]1 | -3 | 0.94 | -2 | -2 | 6 | 0 | -1 | 1 | 13
O=C(Nc1ccc2c(c1)OCO2)C1CCCN1C(=O)OCc1ccccc1 (configuration not stated) | 3 | 1.1 | -2 | 1 | -9 | -4 | -2 | 0.97 | 0
CC(=O)N(/N=C1/C(=O)Nc2ccccc21)c1ccccc1 | 18 | 0.92 | -5 | -9 | 8 | -3 | 0 | 0.82 | 18
C=CCn1c(=O)c2ccc(C(=O)NCc3ccccc3)cc2n(Cc2ccc(C)cc2)c1=O | -11 | 0.92 | -2 | 5 | 8 | 2 | 0 | 1.1 | 10
Cc1ccc(NC(=O)c2ccc(S(=O)(=O)NCC3CCCO3)cc2)cc1C (configuration not stated) | -2 | 0.97 | -3 | -5 | 3 | -1 | 3 | 1 | 2
COC(=O)N/N=C/c1ccccc1OCCOc1ccc(OC)cc1 | -2 | 1 | -4 | 7 | -1 | 3 | -1 | 1 | 2
CCn1c(N2CCN(CC(=O)c3c(C)n(C)c4ccc(OC)cc34)CC2)nc2c1c(=O)[nH]c(=O)n2C | -17 | 1 | -1 | 5 | -1 | 2 | 0 | 1.2 | -4
Cc1ccc(N2CC(C(=O)N3CCC(c4nc5ccccc5[nH]4)CC3)CC2=O)cc1C (configuration not stated) | -22 | 1.1 | 0 | -6 | -7 | -1 | 2 | 1.2 | 17
Nc1c(C(=O)O)cnc2c(-c3ccc(Cl)cc3)cnn12 | -8 | 1.1 | 1 | 3 | -9 | -1 | -2 | 1.1 | 16
COc1ccc2[nH]c(=O)c(CN(CCc3cccc(C)c3)C(C)=O)cc2c1 | 1 | 0.88 | 2 | -7 | 12 | 1 | 0 | 0.99 | 11
COc1ccc(NC(=O)[C@@H]2[C@@H]3C(=O)N(C4CCCCC4)C(=O)[C@@H]3C3c4ccccc4C=CN32)cc1 (some centres not stated) | -7 | 0.91 | -2 | -8 | 9 | -4 | 24 | 1.1 | -11
COC(=O)C1=C(CSc2nc3c(cc2C#N)CN(C)CC3)OC(N)=C(C#N)C1c1ccc(F)cc1 (configuration not stated) | -8 | 0.89 | 0 | 9 | 11 | 6 | -20 | 1.1 | 3
COc1ccc(CN2CCN(CCCCOc3ccc(Cl)cc3)CC2)c(OC)c1OC | 9 | 0.89 | -4 | -5 | 11 | -1 | 3 | 0.91 | 16
O=C(CN1C(=O)c2ccccc2C1=O)N1CCOCC1 | -3 | 1.1 | 0 | -8 | -7 | -5 | -1 | 1 | -1
CCc1c(C)c2ccc(O)c(CN3CCCC3)c2oc1=O | -4 | 0.96 | 1 | -10 | 4 | -4 | -143 | 1 | 4
COCC(=O)N[C@@H]1c2ccccc2CC[C@@H]1OCc1ccccc1 | nt | 1.1 | nt | 3 | -5 | 2 | 1 | nt | nt
Cc1cc2n(n1)C(c1c[nH]c3ccccc13)Nc1ccccc1-2 (configuration not stated) | -7 | 1.1 | -6 | -1 | -6 | 7 | -14 | 1.1 | 19
COc1ccc2nc(/C=N/NC(=O)CCNC(=O)OC(C)(C)C)ccc2c1 | -10 | 0.98 | -1 | -2 | 2 | 0 | 0 | 1.1 | -3
O=C(O)c1cccc(NS(=O)(=O)c2ccc(C3CCCCC3)cc2)c1 | 18 | 1 | -1 | -8 | 0 | -1 | 1 | 0.82 | 16
O=C(N/N=C/c1c[nH]c2ccccc12)c1cccc(O)c1 | 13 | 1 | 1 | -5 | -2 | 23 | -1 | 0.87 | 14
CC(C)CNC(=O)CN1C(=O)NC2(CCc3ccccc32)C1=O (configuration not stated) | 4 | 1.1 | 2 | -4 | -8 | -1 | 0 | 0.96 | 15
O=C(CN1C(=O)NC2(CCCCCC2)C1=O)c1ccc(F)cc1 | -2 | 0.95 | 5 | -8 | 5 | -2 | 1 | 1 | 17
Cc1c(NC(=O)COC(=O)C2CC3C=CC2C3)c(=O)n(-c2ccccc2)n1C (configuration not stated) | 2 | 1 | -2 | 39 | -4 | 10 | -1 | 0.98 | 12
O=C1/C(=C/c2c[nH]c3ccccc23)CCC/C1=C\c1c[nH]c2ccccc12 | -17 | 0.91 | -3 | -4 | 9 | -2 | -28 | 1.2 | 11
CCOC(=O)/C(=C\c1cccnc1)C(=O)c1cc(C(C)=O)c(Nc2ccccc2)s1 | -1 | 0.92 | -3 | -2 | 8 | -1 | -10 | 1 | 27
CCSc1nnc(NC(=O)c2cccc3ccccc23)s1 | -17 | 0.93 | 3 | -8 | 7 | 0 | 2 | 1.2 | 25
COc1cccc(Oc2nc(-c3ccncc3)nc3ccccc23)c1 | -31 | 0.92 | -3 | 15 | 8 | 3 | 1 | 1.3 | 24
CC(C)n1c(NCc2ccccc2O)nc2ccccc21 | -1 | 1.2 | 0 | -10 | -16 | -7 | 1 | 1 | -3
CCc1ccccc1N(CC(=O)NCC1CCCO1)C(=O)CCC(=O)Nc1cc(C)on1 (configuration not stated) | 20 | 1.1 | -2 | -8 | -8 | -5 | 4 | 0.8 | 19
Cc1cccc(N(C(=O)C(F)(F)F)C(C(=O)NC2CCCCC2)c2cccs2)c1 (configuration not stated) | -1 | 1 | -2 | 1 | -1 | 0 | -1 | 1 | 8
CCOC(=O)c1c(NC(=O)Cc2cccs2)sc(C(=O)NC2CCCCC2)c1C | -6 | 1.1 | -3 | -2 | -8 | -3 | 1 | 1.1 | -1
CNC(=O)c1nc(C)n(-c2ccc([N+](=O)[O-])cc2)n1 | 7 | 1.1 | -4 | -5 | -6 | -1 | 0 | 0.93 | 20
CCO[C@@H]1OC(C(=O)NCc2ccccc2)=C[C@H](c2ccc(C(F)(F)F)cc2)[C@H]1CCCO | -24 | 0.95 | -5 | -2 | 5 | 2 | 2 | 1.2 | -1
O=C(CSc1ccccn1)Nc1ccccc1F | -8 | 1.1 | -1 | -7 | -11 | -5 | 0 | 1.1 | 3
CCOC(=O)C1CCN(C(=O)c2cc3c(OC)c(OC)c(OC)cc3[nH]2)CC1 | -4 | 1 | 6 | -6 | -4 | -2 | 1 | 1 | -7
COc1cccc(NC(=O)C(=S)NC2CCCCC2)c1 | -25 | 1 | -2 | 0 | -4 | 5 | 1 | 1.2 | 20
O=C(NCc1ccoc1)c1ccc(NC(=O)c2ccccc2Cl)cc1 | 21 | 1 | 2 | -2 | 0 | 0 | 0 | 0.79 | 19
Nn1c(SCC(=O)NC(=O)Nc2ccc3c(c2)OCCO3)nnc1C1CC1 | -16 | 1.1 | -3 | 1 | -10 | 0 | 2 | 1.2 | -4
O=C(CCN1C(=O)COc2ccccc21)N1CCN(c2ccccn2)CC1 | -26 | 1 | 2 | -1 | 0 | 1 | -2 | 1.3 | 8
COC(=O)C(C)Sc1ccc2nnc(-c3ccc(F)cc3)n2n1 (configuration not stated) | 11 | 0.99 | 6 | -6 | 1 | 4 | 2 | 0.89 | 14
CCOC(=O)c1cnn(-c2nc(-c3ccccc3F)cs2)c1C(F)(F)F | 13 | 0.91 | -5 | -8 | 9 | -5 | 0 | 0.87 | -2
O=C(COc1ccc(S(=O)(=O)N2CCCC2)cc1)NCc1ccco1 | -4 | 1.2 | 0 | -6 | -20 | 1 | 2 | 1 | 0
O=C(NC1CCCCC1)C(Cc1ccccc1)N1C(=O)C2C3CCC(C3)C2C1=O (configuration not stated) | -2 | 1 | -1 | -3 | -3 | 1 | 3 | 1 | 16
CCCCNC(=O)C1CCC(=O)N1CCc1ccccc1 (configuration not stated) | -11 | 0.95 | 5 | -5 | 5 | 0 | 1 | 1.1 | 0

High-throughput results from PubChem.

Not all compounds are listed, so the mix of outcomes need not match the whole.
